High-throughput results: PubChem, The Scripps Research Institute Molecular Screening Center
OXTR potentiate – human OXTR potentiation; CHO-OTR cells, Fluo-8 calcium fluorescence, potentiator mode; 0% = oxytocin EC15, 100% = EC100; activation, % at 3 µM; 320,000 compounds, 0.061% hits;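 active means activation above that plate's cutoff, the mean activation of tested compounds plus 3 SD, cut at about 6.6% in these data, passing the limit was not always enough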;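 further: 100% uses oxytocin at 75 nM as the full agonist control; some results filed as inactive read as strong as hits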
Target sequence (P30559 whole entry, looked up): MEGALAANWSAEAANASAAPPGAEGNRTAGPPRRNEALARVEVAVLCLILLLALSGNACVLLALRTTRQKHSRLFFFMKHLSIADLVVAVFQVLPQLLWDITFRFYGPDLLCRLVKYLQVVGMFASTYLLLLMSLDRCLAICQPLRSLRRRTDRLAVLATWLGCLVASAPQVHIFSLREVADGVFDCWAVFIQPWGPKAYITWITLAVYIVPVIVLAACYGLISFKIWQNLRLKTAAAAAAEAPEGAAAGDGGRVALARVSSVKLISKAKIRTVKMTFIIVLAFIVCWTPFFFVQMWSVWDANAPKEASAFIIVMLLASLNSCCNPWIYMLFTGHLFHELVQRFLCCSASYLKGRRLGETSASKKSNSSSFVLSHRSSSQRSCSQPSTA
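Material: human OTR in CHO cells. Compound: 3.0 µM, one dose. Timing: compound 6 min at room temperature before oxytocin, 100 s read. Evaluation: % activation of max/min ratio relative to oxytocin controls. Replication: single well per compound, singlicate. Signal: Fluo-8 calcium dye fluorescence.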
V1R ag counter – V1a receptor agonism, counter-screen for OXTR agonists. activation, % at 3 µM. P37288. 320,000 compounds, 0.25% hits. CHO-V1R cells, Fluo-8 calcium fluorescence, agonist mode; 0% DMSO, 100% 3 nM vasopressin;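 active means activation above the mean activation of all tested compounds plus 3 SD, per screening run, cut at about 20% in these data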;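 further: signal is peak over basal fluorescence ratio across a 100 second FLIPR read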
M1 PAM parental – M1 PAM counterscreen hit in parental CHO-K1 cells. activation, % at 3 µM. ATP EC20, Fluo-8 calcium fluorescence; 0% at ATP EC20, 100% at ATP max. 360,000 compounds, 0.02% hits;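 active means activation above the run cutoff, the mean activation of all test compounds plus 3 SD, cut at about 40% in these data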;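 further: peak over basal fluorescence ratio in a 140 s read after ATP addition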
CHRM1 agonist – agonists of human M1 muscarinic receptor; CHO-K1 hM1, Fluo-8 calcium fluorescence, agonist mode; 0% DMSO, 100% acetylcholine EC100; 360,000 compounds, 0.33% hits; P11229; AID 588814; activation, % at 3 µM;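 active means activation above the run's mean compound activation plus 3 SD, cut at about 16% in these data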;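 further: peak over basal fluorescence ratio within a 140 s kinetic read after compound addition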
Target sequence (P11229 whole entry, looked up): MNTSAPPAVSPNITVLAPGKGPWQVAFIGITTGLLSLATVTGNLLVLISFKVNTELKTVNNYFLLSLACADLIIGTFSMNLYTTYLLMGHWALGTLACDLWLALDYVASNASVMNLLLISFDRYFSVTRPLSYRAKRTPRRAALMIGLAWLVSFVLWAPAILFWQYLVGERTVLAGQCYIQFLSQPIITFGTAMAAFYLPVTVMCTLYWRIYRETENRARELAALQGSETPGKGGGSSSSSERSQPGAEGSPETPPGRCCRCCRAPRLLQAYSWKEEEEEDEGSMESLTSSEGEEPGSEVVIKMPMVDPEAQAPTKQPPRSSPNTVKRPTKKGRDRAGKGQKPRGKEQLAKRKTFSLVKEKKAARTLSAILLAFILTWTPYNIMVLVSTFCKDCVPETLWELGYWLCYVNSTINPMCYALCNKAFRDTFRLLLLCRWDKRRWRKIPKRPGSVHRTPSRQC
TAAR1 antag – human TAAR1 antagonism | Q96RJ0 | CHO RD-HGA16 TAAR1, Fluo-8 calcium fluorescence, antagonist | inhibition, % at 3 µM | 360,000 compounds, 1.5% hits;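 active means inhibition above a per-plate cutoff, the mean inhibition of test compounds on that plate plus 3 SD, cut at about 49% in these data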;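 further: 0% = DMSO plus EC80 beta-PEA response and 100% = DMSO alone without agonist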
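test system = CHO RD-HGA16 cells bearing hTAAR1 | replication = singlicate | controls = DMSO-only wells and EC80 β-PEA-stimulated wells | reagent = EC80 β-phenethylamine stimulus | read-out basis = percent inhibition of PEA-evoked calcium signal, max/basal emission ratio | schedule = seeding 17-24 h prior, 75-min 37 °C, 30-min RT dye loading | signal = kinetic Fluo-8 calcium fluorescence measurement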
CHO parental Ca – signal in parental CHO cells, OX1R antagonist counter-screen; parental CHO-K1, ATP-induced calcium, Fluo-8 fluorescence; 330,000 compounds, 0.63% hits; AID 463079; inhibition, % at 5.6 µM;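 active means inhibition above that plate's mean sample inhibition plus 3 SD, cut at about 26% in these data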;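 further: 0% = ATP-challenged DMSO wells and 100% = DMSO wells without ATP; some compounds past the cut are filed as inactive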
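Material – parental CHO cells · Reagent – ATP stimulus · Compound – single nominal dose of 5.6 µM per compound · Detection – Fluo-8 fluorescence · Read-out basis – percent inhibition of calcium signal · Controls – ATP-challenged DMSO wells low, unchallenged DMSO wells high · Repeats – no replicates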
CHO-K1 Ca antag – counter-screen for M1 antagonists: effect in parental CHO-K1 cells | ATP-induced calcium, Fluo-8 fluorescence | inhibition, % at 3 µM | 360,000 compounds, 0.6% hits | AID 602250;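 active means inhibition above a per-plate cutoff, the plate's mean sample inhibition plus 3 SD, cut at about 24% in these data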;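 further: 0% = DMSO plus EC80 ATP and 100% = DMSO alone without ATP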
CHO-K1 Ca ag – nonselective activator or artifact in parental CHO-K1 cells. 360,000 compounds, 0.48% hits. AID 602248. Fluo-8 calcium fluorescence; scaled to maximal ATP response, vehicle zero. activation, % at 3 µM; in the data active means activation above about 15%;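 further: untransfected CHO-K1 host cells lacking M1 receptor as counterscreen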
TAAR1 agonist – human TAAR1 agonism; activation, % at 3 µM; CHO RD-HGA16 TAAR1, Fluo-8 calcium fluorescence; vehicle wells 0%, saturating PEA agonist 100%; 360,000 compounds, 0.99% hits;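 active means activation above the mean activation of all test compounds in the run plus 3 SD, cut at about 38% in these data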
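Test system: RD-HGA16 (CHO) cells co-expressing Gα16 and hTAAR1 / Benchmarks: DMSO vehicle as 0%, PEA at EC100 as 100% / Repeats: no replicates (n 1) / Measure: % activation from peak over basal fluorescence ratio, DMSO-to-PEA scaled / Timing: 17-24 h plating, Fluo-8 75 min 37 °C, 30 min RT / Technique: kinetic Fluo-8 calcium fluorescence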
* hit, by the source's call; · = not tested or not shown.

SMILES	OXTR potentiate	V1R ag counter	M1 PAM parental	CHRM1 agonist	TAAR1 antag	CHO parental Ca	CHO-K1 Ca antag	CHO-K1 Ca ag	TAAR1 agonist
COc1ccc(NS(=O)(=O)c2cccc(C(=O)NCC(c3ccco3)N3CCCC3)c2)cc1 (stereo unspecified)	-10	1.8	29	-5	18	-23	-8	4.6	3
CC(=O)Nc1ccc([N+](=O)[O-])c(CS(=O)(=O)c2ccc(C)cc2)c1[N+](=O)[O-]	-9	0.8	-13	-9	-25	-2	4	0.4	6
COCCNC(=O)C(c1ccc(Cl)cc1)N(Cc1ccco1)C(=O)CCC(=O)Nc1ccccn1 (stereo unspecified)	-7	-0.3	2	-3	-3	-16	-10	0.3	1
Cn1cnc(C(=O)NCc2ccc(CNC(=O)OC(C)(C)C)cc2)c1C(=O)NCc1ccc(CNC(=O)OC(C)(C)C)cc1	-7	3.4	1	-3	36	-10	3	2.6	10
CCn1cc(C(=O)N2CCCC(CO)(Cc3ccccc3C)C2)cn1 (stereo unspecified)	-1	0.2	-11	-2	-10	-9	1	0.0	5
CC(C)Cn1c(-c2ccco2)n[nH]c1=S	1	0.7	16	-6	2	-4	-9	1.2	5
COCCNS(=O)(=O)c1ccc(F)c(OC)c1	-5	-0.3	-3	-3	-1	-2	-3	-0.1	9
Cc1ccc(S(=O)(=O)N2CCN(C(=O)COC(=O)c3ccccc3OC(F)F)CC2)c(C)c1	·	·	-12	-3	35	·	-5	3.9	7
O=C(O)c1cn(-c2ccccc2)nc1-c1ccc(Cl)cc1	-2	3.9	2	-4	-10	0	-11	0.4	6
Cc1ccc(C2(C)NC(=O)N(CC(=O)NCc3cccc(Cl)c3)C2=O)cc1 (stereo unspecified)	-15	6.4	24	-1	-4	-9	-18	5.4	2
CCC1(O)CCCC2C3CCC4CC(=O)CCC4(C)C3C(=O)CC21C (stereo unspecified)	·	·	-2	-4	6	·	-8	0.2	6
COc1ccc(C(C)(NC(C)=O)c2nc(-c3ccc(F)c(Cl)c3)cs2)cc1 (stereo unspecified)	·	·	2	-4	-4	·	-10	0.3	6
Cc1ccc(-c2noc(CNCCCN(C)C)n2)cc1	0	0.7	2	-6	1	-8	-3	-0.1	2
CN(C(=O)c1ccc(S(=O)(=O)N2CCCC2)cc1)C1CCCCC1	-17	0.7	23	-3	7	-10	-17	1.5	2
CCOc1ccc(-n2nnnc2SCC(=O)NNC(=O)c2ccco2)cc1	-7	-0.4	0	-5	12	-15	-10	0.0	12
Cc1ccc(C(=O)N[C@@H](Cc2ccccc2)C(=O)N2CCC3(CC2)NCCc2[nH]cnc23)cc1C	-3	-0.5	0	-6	-13	-14	-7	1.1	1
COc1ccc2[nH]c(=O)c(CN(C(C)=O)C3CCCCC3)cc2c1	-1	0.3	-4	0	13	-12	6	0.1	6
COc1ccccc1NC(=O)c1ccc2c(O)c(S(=O)(=O)c3ccccc3)c(=O)[nH]c2c1	-10	0.5	-1	-1	4	2	-13	1.1	0
CC(C)NCC(O)COc1ccc2c(c1)CCC2 (stereo unspecified)	-2	1.0	20	-12	7	-6	-12	0.9	4
Cn1c(-c2ccco2)n[nH]c1=S	-10	-0.4	-6	-1	-11	-5	3	0.9	1
Nn1c(COc2ccccc2F)nnc1SCC(=O)NC1CC1	-3	-0.1	5	-1	-13	-5	-7	0.7	5
Cc1ccc(C(=O)NCCCN2CCN(CCCNC(=O)c3ccc(C)cc3)CC2)cc1	3	0.1	11	-9	-15	-19	-8	-0.4	-2
CC(NC(=O)COC(=O)CCN1C(=O)C2CC=CCC2C1=O)c1ccc(Br)cc1 (stereo unspecified)	-2	8.0	-7	4	11	-18	-11	3.5	13
Cc1ccc(C(=O)COC(=O)C2CC(=O)N(c3nc(-c4ccccc4)cs3)C2)cc1 (stereo unspecified)	-2	0.2	29	-4	-12	-2	-14	0.5	2
COc1ccccc1/C=C/C(=O)Nc1nc(N)n(-c2ccccc2)n1	2	0.2	5	-3	-22	-4	-3	0.8	0
CC(C)c1ccc(NC(=O)CNCC(c2ccccc2)N(C)C)cc1 (stereo unspecified)	-6	0.8	18	-7	-22	-27	-15	1.5	2
Cc1cccc(Nc2c(-c3ccc(N4CCOCC4)cc3)nc3ncccn23)c1	-9	4.0	19	0	5	-12	-1	1.1	2
CCNc1nc(NCC)n2c(SCC(=O)NC34CC5CC(CC(C5)C3)C4)nnc2n1	-2	0.2	-6	-1	-29	-12	4	-0.2	6
CCCc1cc(=O)[nH]c(SCC(=O)c2cc(C)n(CCC)c2C)n1	-6	-0.7	22	-4	3	-28	-19	0.9	0
O=C(CN1CCN(C(=O)c2ccco2)CC1)Nc1ccc2c(c1)OCCO2	-14	0.0	2	-2	5	-2	4	-0.5	4
Cn1nc(N)c2ncc(C(Cl)(Cl)Cl)nc21	·	·	13	-2	-1	·	0	0.2	2
O=S(=O)(NN=C1CCCCC1)c1ccccc1	-16	-0.5	18	-5	-3	7	0	0.3	9
COc1ccc(C)cc1NC(=O)CCNS(=O)(=O)c1ccc2c(c1)CC(C)N2C(C)=O (stereo unspecified)	-1	1.2	2	-2	-19	-10	-14	2.0	0
COC(=O)Nc1ccc(S(=O)(=O)NCCCCCC(=O)O)cc1	-2	0.5	17	-4	-12	-2	2	0.4	6
Cc1nc(SCC(=O)NCC2CCCO2)c2c(C)c(C)sc2n1 (stereo unspecified)	-2	0.1	26	-2	-19	-17	-14	0.9	1
CCOC(=O)CSC1=NC(=O)/C(=C/c2ccc(OC)cc2)S1	-13	0.3	15	-3	·	-3	-7	0.1	·
COc1ccc(C)cc1NC(=O)COC(=O)c1c(C)noc1C	1	-0.6	3	-4	-14	-9	2	-0.5	18
C=CCN1C(=O)CSC1=Nc1cccc(O)c1	1	1.4	17	-3	7	-10	-8	0.6	8
Cc1ccc(CC(=O)Nc2cccc(C)n2)cc1	2	-1.5	8	0	-5	-13	-16	0.3	2
CSc1ccc(C2c3[nH]c4ccccc4c3CCN2C(=O)c2ccnn2C)cc1 (stereo unspecified)	-11	0.7	8	-5	49*	-1	6	1.0	14
CCOc1ccc(S(=O)(=O)Nc2cc(OC)c(OC)cc2C(=O)O)cc1	-11	-0.3	-1	-2	-10	7	-3	0.2	10
CCOC(=O)C(C)Sc1cc(CS(=O)(=O)c2ccccc2)nc(-c2ccccc2)n1 (stereo unspecified)	-8	1.7	10	-6	34	21	1	1.2	6
c1ccc(Cn2nnc3c(NCCN4CCOCC4)ncnc32)cc1	-1	0.0	20	-6	7	0	-8	0.9	2
COc1ccccc1C(=O)N(NC(=O)Oc1ccccc1)C(C)(C)C	-4	0.6	26	-4	-25	-2	-8	3.2	-1
COc1ccc(-c2cn(Cc3cccc(OC)c3)nn2)cc1	-9	1.9	2	-3	-1	-20	-8	0.1	11
CCOC(=O)C1CCN(Cc2cccc(Oc3ccccc3)c2)CC1	-5	-0.8	8	-8	-10	-16	2	1.9	-2
CCC(C(=O)Nc1ccc2c(c1)OCCO2)n1nnc2ccccc2c1=O (stereo unspecified)	1	-0.8	17	-3	-20	-22	-13	-0.2	0
O=C(CSCc1c[nH]c(=O)[nH]c1=O)OCC(=O)c1ccc(Br)cc1	-11	0.3	19	-9	-4	5	-4	0.5	2
Cc1cc(C)nc(N2CCN(S(=O)(=O)c3ccc(F)cc3)CC2)n1	-4	-0.5	-19	-7	-12	0	16	-0.2	6
CC(C)Cc1ccc(C(C)C(=O)OCC(=O)c2c[nH]c3ccccc23)cc1 (stereo unspecified)	-7	23*	20	8	22	75*	0	6.5	55*
C=CCn1c2ccccc2c2nnc(SCN3C(=O)c4ccccc4C3=O)nc21	-4	2.1	14	0	51*	-29	5	6.2	16
CCOc1ccc2ccccc2c1/C=N/NC(=O)CNC(=O)Cc1ccccc1	-13	-1.1	-9	-5	-14	-23	17	0.1	0
Cc1[nH]nc(C(=O)NN=Cc2ccccc2Cl)c1N=NN(C)C	·	·	8	-2	-11	·	-13	1.0	0
Cc1nc(-c2cc(-c3nc(-c4ccc(C(C)(C)C)cc4)no3)no2)cs1	0	1.2	11	-3	-65	1	-3	3.9	1
CCc1nnc(NC(=O)NC(C)(C)C)s1	-5	0.4	23	-4	3	-9	-16	1.0	1
O=c1c2ccccc2ncn1C1CCCCC1	-5	-0.5	23	-3	2	1	-46	0.1	7
O=C(Nc1ccccc1C(=O)Nc1nnc(C(F)(F)F)s1)c1ccccc1Cl	-14	12	-25	10	25	54*	27*	28*	13
COc1ccc(CNCCC(c2ccc(OC)cc2)c2ccccc2OC)cc1 (stereo unspecified)	-17	7.0	-1	-3	11	-15	4	1.3	17
Cc1ccc(O)c(N=NC2=C(O)CC(C)(C)CC2=O)c1	-3	2.8	16	-2	5	-6	2	0.9	6
Cc1ccc(C(=O)NCCSCc2ccc(Cl)cc2Cl)cc1[N+](=O)[O-]	-6	-0.7	7	-10	8	-17	7	1.8	-1

Single records, as listed above. Screens in order: OXTR potentiate, V1R ag counter, M1 PAM parental, CHRM1 agonist, TAAR1 antag, CHO parental Ca, CHO-K1 Ca antag, CHO-K1 Ca ag, TAAR1 agonist
`COc1ccc2[nH]c(=O)c(CN(C(C)=O)C3CCCCC3)cc2c1` is listed with -1, 0.3, -4, 0, 13, -12, 6, 0.1, 6
`O=S(=O)(NN=C1CCCCC1)c1ccccc1` is listed with -16, -0.5, 18, -5, -3, 7, 0, 0.3, 9

A few values from above.
Value of C=CCn1c2ccccc2c2nnc(SCN3C(=O)c4ccccc4C3=O)nc21 in CHO-K1 Ca antag: 5
Value of CCOC(=O)C1CCN(Cc2cccc(Oc3ccccc3)c2)CC1 in CHO parental Ca: -16

Next records follow.
SMILES	OXTR potentiate	V1R ag counter	M1 PAM parental	CHRM1 agonist	TAAR1 antag	CHO parental Ca	CHO-K1 Ca antag	CHO-K1 Ca ag	TAAR1 agonist
COc1cccc(C(C(=O)NCc2ccco2)N(C(=O)Cn2nnc3ccccc32)C2CC2)c1OC (stereo unspecified)	-8	0.0	14	-4	7	-19	-9	0.2	7
O=C(O)c1cccc(-n2c(O)c(C=C3N=c4ccccc4=N3)sc2=S)c1	-4	0.8	15	-1	-3	0	-12	0.7	2
O=C(Cn1cnc2ccccc2c1=O)N1CCN(c2ccc(F)cc2)CC1	0	0.6	15	-8	4	1	-10	0.7	8
COc1ccccc1NC(=O)C(=O)Nc1ccc2c(c1)N(C(=O)C1CC1)CCC2	·	·	-5	-1	-15	·	6	7.7	2
Cc1ccc(NC(=O)C2c3ccccc3Oc3ccccc32)c(C)c1	-2	1.1	19	-4	6	-11	0	0.7	1
